WRN inhibitor – blocks human WRN helicase. WRN helicase unwinding, fluorescent forked duplex, kinetic. Potency, µM (titrated, usually from 114 µM), for the others: at the highest dose activity change, negative = inhibition, hits mostly inhibitors. 0.46% of 360,000 active. AID 651768; note: potency is the fitted concentration of half-maximal effect; % is set by controls: 0 for no effect and ±100 for the full control effect; nearly all actives have a fitted effect of over 55% in size
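Fluorescence dequenching readout, ex 525 nm/em 598 nm, kinetic mode: forked duplex DNA (100 nM final) with adjacent fluorophore and quencher unwound by WRN (20 nM final) with 2 mM ATP. Compound preincubation 15 min, room temperature.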
EPAC2 antagonist – blocks human EPAC2 exchange factor | Q8WZA2 | EPAC2 GEF exchange of Rap1B-BODIPY-GDP, fluorescence | Potency, µM (titrated, usually from 114 µM), inactives show at the highest dose activity, negative = inhibition, hits mostly inhibitors | 0.18% of 360,000 active | AID 720708; note: potency is the fitted concentration of half-maximal effect; % is set by controls: 0 for no effect and ±100 for the full control effect; nearly all actives have a fitted effect of over 45% in size; many of its hits are not listed in these tables
PI5P4Ka inh – blocks human PI5P4K alpha kinase activity; 1.2% of 330,000 active; P48426; PI5P4Kalpha enzyme, ADP-Glo luminescence, 60 min; stronger effect = lower value; max response, %; active = max response of -50% or lower; inconclusive = between -30% and -50%; inactive = -30% or higher; note: value at the top dose of about 77 µM; % is set by controls: 0 for no effect and ±100 for the full control effect
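PI5P4Kalpha ADP-Glo assay; 5 microM ATP final; 60 min RT reaction; HEPES pH 7.4/EGTA/CHAPS, 5% DMSO; controls lacking substrate or enzyme; luminescent end-point.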
MmCpn inh – M. maripaludis TRiC chaperonin inhibition. AID 504842. Potency, µM (doses to about 76.9 µM), inactives show top-dose activity, negative = inhibition, usual class: inhibitors. purified Mm-Cpn ATPase, ADP Transcreener TR-FRET. 0.031% of 330,000 active; note: potency is the fitted concentration of half-maximal effect; % is set by controls: 0 for no effect and ±100 for the full control effect; nearly all actives have a fitted effect of over 80% in size
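Inhibition of chaperonin ATP hydrolysis is measured as reduced ADP production, detected by competitive TR-FRET in which signal falls with ADP. Final enzyme 25 nM and ATP 10 uM, reacted 30 min at 37°C.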
PLK1 PBD block – inhibitors of human PLK1 polo-box domain binding | Plk1 PBD binding of FITC phosphopeptide, fluorescence polarization | P53350 | AID 720504 | Potency, µM, for inactives: max response, negative = inhibition, usual class: inhibitors | 2.8% of 360,000 active; note: potency is the fitted concentration of half-maximal effect; series mostly up to about 57 µM; % is set by controls: 0 for no effect and ±100 for the full control effect; nearly all actives have a fitted effect of over 65% in size
EPAC1 agonist – EPAC1 (human) agonism; O95398; EPAC1 agonist qHTS, biochemical assay; response scale: 100% = response to 6.5 mM cAMP; Potency, µM (series often up to 154 µM), without a hit: at the top dose activation, usual class: activators; 0.073% of 360,000 active; note: potency is the fitted concentration of half-maximal effect; nearly all actives have a fitted effect of over 60% in size
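Fluorescent GDP-exchange assay: 100 nM EPAC1 with 250 nM Rap1B preloaded with BODIPY-GDP and 50 uM GDP; compounds tested as concentration series, 5 min at room temperature, then read every 5 min for 30 min (ex 480/em 540 nm); normalized to 6.5 mM cAMP.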
CCT chaperon mod – cytosolic chaperonin activity modulation; purified chaperonin ATPase assay, HTRF ADP detection, 30 min; activity change, % (concentration not given with the values), hits read low; 0.3% of 360,000 active; in the data active = activity change below about -30%; note: % is set by controls: 0 for no effect and ±100 for the full control effect
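TRiC at 40 or 20 nM final (batch-dependent) in 30 mM Tris pH 7.4, 100 mM KCl, 5 mM MgCl2, 1 mM DTT, with compound at single 76 uM and 10 uM ATP, 30 min at 37 deg C. ADP detected by HTRF Transcreener, 665/615 ratio.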
EPAC1 antagonist – EPAC1 (human) antagonism; O95398; EPAC1 GEF assay, Rap1b-BODIPY-GDP exchange fluorescence; Potency, µM (series often up to 115 µM), for inactives: top-dose activity change, negative = inhibition, usual class: inhibitors; 0.14% of 360,000 active; AID 720709;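 note: potency is the fitted concentration of half-maximal effect; plate controls were vehicle for no effect and positive control for full effect; nearly all actives have a fitted effect of over 50% in size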
Starred values were filed as active, the others as inactive; [ ] = another dose, or the depositor's remark. Unless noted, calls come from the whole dose curve; as a rule, active = well fitted curve in the direction sought with a large enough effect; inconclusive = small, poorly fitted or top-dose-only effect, or another doubt; inactive = no such curve, though single readings can be large; an effect the other way counts as inactive or inconclusive.

How did CC1(C)CC(=O)C(C2NCCc3ccccc32)=C(O)C1 (configuration not stated) do in these assays?
WRN inhibitor: -3.3%; EPAC2 antagonist: 0.6%; PI5P4Ka inh: -5.1; MmCpn inh: 3.5%; PLK1 PBD block: -5.9%; EPAC1 agonist: 5.5%; CCT chaperon mod: -1.1; EPAC1 antagonist: -6.0%

Results for COc1ccccc1NC(=O)CSc1nnc(CC(=O)Nc2ccccc2)n1C ?
WRN inhibitor: 10.0%; EPAC2 antagonist: 3.6%; PI5P4Ka inh: -2.1; MmCpn inh: 0.1%; PLK1 PBD block: 2.0%; EPAC1 agonist: -3.7%; CCT chaperon mod: 3.2; EPAC1 antagonist: 6.1%

How did O=C(O)c1ccc(N2C(=O)c3cccc4cccc(c34)C2=O)cc1 do in these assays?
WRN inhibitor: -13.3%; EPAC2 antagonist: 8.6%; PI5P4Ka inh: -8.5; MmCpn inh: -3.3%; PLK1 PBD block: -16.7%; EPAC1 agonist: 1.5%; CCT chaperon mod: -2.5; EPAC1 antagonist: 4.5%

Results for CC(C)(C)CC(=O)N1CCN(Cc2ccc3c(c2)OCO3)CC1 ?
WRN inhibitor: -13.1%; EPAC2 antagonist: -1.2%; PI5P4Ka inh: 5.6; MmCpn inh: -6.0%; PLK1 PBD block: -2.5%; EPAC1 agonist: -5.6%; CCT chaperon mod: -5.0; EPAC1 antagonist: 0.8%

What do the screens show for `CCn1c(C)cs/c1=N\S(=O)(=O)c1ccccc1`?
WRN inhibitor: -3.0%; EPAC2 antagonist: 6.7%; PI5P4Ka inh: -2.8; MmCpn inh: -16.9%; PLK1 PBD block: -0.7%; EPAC1 agonist: -3.0%; CCT chaperon mod: -3.3; EPAC1 antagonist: 4.7%

How did COc1cc(OC)cc(C(=O)NCC(=O)OCC(=O)c2ccc3c(c2)-c2ccccc2C3)c1 do in these assays?
WRN inhibitor: -2.0%; EPAC2 antagonist: 1.6%; PI5P4Ka inh: -1.8; MmCpn inh: inconclusive; PLK1 PBD block: 0.7%; EPAC1 agonist: 10.8%; CCT chaperon mod: 2.8; EPAC1 antagonist: 5.0%

Results for O=C(O)c1ccc(OS(=O)(=O)c2cccc(C(F)(F)F)c2)cc1 ?
WRN inhibitor: 1.6%; EPAC2 antagonist: 0.0%; PI5P4Ka inh: 1.3; MmCpn inh: 0.0%; PLK1 PBD block: 1.0%; EPAC1 agonist: 3.9%; CCT chaperon mod: -3.5; EPAC1 antagonist: -2.8%

How did N#CCC(=O)Nc1ccc(C(=O)OCC(=O)N(C2CCCCC2)C2CCCCC2)cc1 do in these assays?
WRN inhibitor: -10.2%; EPAC2 antagonist: -3.2%; PI5P4Ka inh: -11.8; MmCpn inh: -0.2%; PLK1 PBD block: 15.3%; EPAC1 agonist: -21.2%; CCT chaperon mod: -1.9; EPAC1 antagonist: -9.6%

How did Cc1ccc(OCC(=O)Nc2sc3c(c2C#N)CCC3)cc1C do in these assays?
WRN inhibitor: -2.8%; EPAC2 antagonist: 1.4%; PI5P4Ka inh: -7.8; MmCpn inh: 0.0%; PLK1 PBD block: -22.0%; EPAC1 agonist: 10.1%; CCT chaperon mod: -3.1; EPAC1 antagonist: 4.8%

Results for Cc1ccc(-n2nnnc2SCn2nnc3ccccc3c2=O)c(C)c1 ?
WRN inhibitor: -2.9%; EPAC2 antagonist: -2.0%; PLK1 PBD block: -9.1%; EPAC1 agonist: 21.0%; CCT chaperon mod: -3.7; EPAC1 antagonist: -4.0%

Results for Cn1ccc2c(N(Cc3ccccc3)Cc3ccccc3)cc3c(c21)C1CCC3O1 (configuration not stated) ?
WRN inhibitor: -0.2%; EPAC2 antagonist: inconclusive; PI5P4Ka inh: 3.3; PLK1 PBD block: -27.5%; EPAC1 agonist: -5.2%; CCT chaperon mod: 2.4; EPAC1 antagonist: 5.1%

What do the screens show for `Cc1ccc2nc(Cl)c(CN(Cc3cccs3)C(=O)C3CC3)cc2c1`?
WRN inhibitor: -14.1%; EPAC2 antagonist: -3.7%; MmCpn inh: -12.4%; PLK1 PBD block: -3.0%; EPAC1 agonist: 18.2%; CCT chaperon mod: -4.5; EPAC1 antagonist: -5.0%

How did O=C(O)[C@@H]1CCCN1S(=O)(=O)c1cccc2cccnc12 do in these assays?
WRN inhibitor: 2.5%; EPAC2 antagonist: 2.3%; PI5P4Ka inh: -5.4; MmCpn inh: 0.8%; PLK1 PBD block: -14.8%; EPAC1 agonist: -3.7%; CCT chaperon mod: -3.4; EPAC1 antagonist: -4.0%

Results for Cc1nc([N+](=O)[O-])cn1CC(O)c1ccc(F)cc1 (configuration not stated) ?
WRN inhibitor: -5.8%; EPAC2 antagonist: -5.5%; PI5P4Ka inh: 2.9; MmCpn inh: 1.5%; PLK1 PBD block: -7.8%; EPAC1 agonist: 5.0%; CCT chaperon mod: 0.0; EPAC1 antagonist: -25.4%

What do the screens show for `OC[C@@H]1CN(Cc2ccc3c(c2)OCO3)C[C@H](n2cnc3c(N4CCN(c5ccccc5)CC4)ncnc32)O1`?
WRN inhibitor: -8.1%; EPAC2 antagonist: -0.6%; PI5P4Ka inh: 5.5; PLK1 PBD block: 0.8%; EPAC1 agonist: -6.7%; CCT chaperon mod: -1.1; EPAC1 antagonist: -10.4%

How did COc1cc(/C=N/NC(N)=O)c(Br)cc1OCC(=O)Nc1ccccc1C do in these assays?
WRN inhibitor: -1.1%; EPAC2 antagonist: 11.5%; PI5P4Ka inh: -0.1; MmCpn inh: -2.4%; PLK1 PBD block: 1.2%; EPAC1 agonist: -0.1%; CCT chaperon mod: -0.8; EPAC1 antagonist: 12.0%

What do the screens show for `O=C(O)c1ccccc1C(=O)NC1CCCc2ccccc21` (configuration not stated)?
WRN inhibitor: 24.7%; EPAC2 antagonist: 3.0%; PI5P4Ka inh: -0.8; MmCpn inh: 1.7%; PLK1 PBD block: -19.7%; EPAC1 agonist: 4.9%; CCT chaperon mod: 0.2; EPAC1 antagonist: 0.4%

How did Cc1ccc(NC(=O)CN(C)C(=O)c2cccnc2Nc2cccc(C(F)(F)F)c2)cc1 do in these assays?
WRN inhibitor: -5.5%; EPAC2 antagonist: -21.7%; PI5P4Ka inh: 48.7; MmCpn inh: 0.9%; PLK1 PBD block: 3.6%; EPAC1 agonist: -10.7%; CCT chaperon mod: 0.4; EPAC1 antagonist: -20.6%

How did Cc1ccc2nc(-c3ccccc3)cc(C(=O)N3CCN(c4ccccc4O)CC3)c2c1 do in these assays?
WRN inhibitor: -11.7%; EPAC2 antagonist: -13.0%; PI5P4Ka inh: 0.6; MmCpn inh: 1.1%; PLK1 PBD block: -0.6%; EPAC1 agonist: 15.7%; CCT chaperon mod: -1.8; EPAC1 antagonist: -3.6%

What do the screens show for `COc1ccc(N=CC2=C(O)c3ccccc3C2=O)cc1`?
WRN inhibitor: -10.2%; EPAC2 antagonist: 7.0%; PI5P4Ka inh: -16.2; MmCpn inh: -0.2%; PLK1 PBD block: -5.5%; EPAC1 agonist: -3.0%; CCT chaperon mod: 1.7; EPAC1 antagonist: 13.2%

Results for Cc1ccc(C)c(NC(=S)NCCc2ccc(F)cc2)c1 ?
WRN inhibitor: 0.9%; EPAC2 antagonist: -11.6%[57.1 µM]; PI5P4Ka inh: -1.1; MmCpn inh: -4.1%; PLK1 PBD block: inconclusive; EPAC1 agonist: 3.3%; CCT chaperon mod: 2.1; EPAC1 antagonist: -19.9%

How did COCCn1c(SCC(=O)Nc2nnc(C)s2)nnc1-c1cc2ccccc2cc1O do in these assays?
WRN inhibitor: -16.7%; EPAC2 antagonist: -4.6%; MmCpn inh: 1.1%; PLK1 PBD block: -1.5%; EPAC1 agonist: 9.3%; CCT chaperon mod: -0.7; EPAC1 antagonist: 4.5%

Results for Cc1ccc(S(=O)(=O)N2CCCC2C(=O)Nc2ccc(O)cc2)cc1 (configuration not stated) ?
WRN inhibitor: -9.8%; EPAC2 antagonist: 1.1%; PI5P4Ka inh: 1.0; MmCpn inh: -4.3%; PLK1 PBD block: -2.0%; EPAC1 agonist: 2.3%; CCT chaperon mod: -0.9; EPAC1 antagonist: 0.4%

How did Cc1cc(C(=O)COc2ncnc3sccc23)c(C)n1C do in these assays?
WRN inhibitor: -3.7%; EPAC2 antagonist: -3.6%; PI5P4Ka inh: -15.3; MmCpn inh: -2.2%; PLK1 PBD block: 3.4%; EPAC1 agonist: 2.8%; CCT chaperon mod: 0.8; EPAC1 antagonist: 7.0%

Results for O=C(NCCN1CCOCC1)c1ccc2c(c1)N(Cc1ccccc1)C(=O)CS2 ?
WRN inhibitor: -6.8%; EPAC2 antagonist: 9.4%; MmCpn inh: 0.8%; PLK1 PBD block: -3.5%; EPAC1 agonist: -1.2%; CCT chaperon mod: -0.9; EPAC1 antagonist: -7.5%

What do the screens show for `CC(C)(C)P(=O)(CO)c1ccccc1` (configuration not stated)?
WRN inhibitor: 7.4%; EPAC2 antagonist: 9.0%; PI5P4Ka inh: 2.5; MmCpn inh: 1.1%; PLK1 PBD block: -5.2%; EPAC1 agonist: 7.1%; CCT chaperon mod: 0.8; EPAC1 antagonist: -3.7%

How did C/C(=N/OC(=O)c1ccc(C(F)(F)F)cc1)c1oc(C)nc1C do in these assays?
WRN inhibitor: inconclusive; EPAC2 antagonist: -4.7%; PI5P4Ka inh: -0.9; MmCpn inh: -1.1%; PLK1 PBD block: -17.6%; EPAC1 agonist: -4.4%; CCT chaperon mod: -2.0; EPAC1 antagonist: 8.8%

What do the screens show for `CCCCN(Cc1ccco1)C(=O)C1CCCN(c2ncnc3c2nc2n3CCCCC2)C1` (configuration not stated)?
WRN inhibitor: -3.6%; EPAC2 antagonist: -26.4%; PI5P4Ka inh: 3.7; MmCpn inh: -5.3%; PLK1 PBD block: -17.5%; EPAC1 agonist: -6.0%; CCT chaperon mod: 0.0; EPAC1 antagonist: -8.0%

How did CCCc1c(C)nc(N2CCN(c3ccccc3F)CC2)[nH]c1=O do in these assays?
WRN inhibitor: 5.9%; EPAC2 antagonist: 5.4%; PI5P4Ka inh: 6.9; MmCpn inh: 0.6%; PLK1 PBD block: -4.5%; EPAC1 agonist: 24.3%; CCT chaperon mod: -4.3; EPAC1 antagonist: -18.4%

Only part of the results is shown; count on the stated rates, not on these rows.
